# Bioassay records: PubChem, National Center for Advancing Translational Sciences (NCATS)
# D2 antagonist: antagonists of human D2 dopamine receptor | HEK293 TREx D2 cells, calcium flux, dopamine EC80 | inhibition, % at 10 µM | actives 2% (n = 340,000) | AID 485344; in the data active = inhibition above about 30%; also: 0% is about no effect
#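 Overnight-induced (tetracycline, 30 C) HEK293 T-REx cells carrying force-coupled D2 receive a no-wash calcium dye, then compound, then EC80 dopamine at 180 s; signals are read kinetically throughout.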
# rTrxR1 inhibitor: blocks rat thioredoxin reductase 1. recombinant rTrxR1, NADPH fluorescence consumption, selenite substrate. Potency, µM (titrated, usually from 114 µM), for the others: at the top dose activity change, negative = inhibition, usual class: inhibitors. actives 1% (n = 390,000). AID 588453. O89049; also: potency is read from the fitted curve at half-maximal effect; % is scaled to controls: 0 for no effect and ±100 for the full control effect; nearly all actives have a fitted effect of over 65% in size
#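 Rat TrxR1 (90 nM in the dispensed reagent) was pre-reduced with 400 uM NADPH for 5 min at room temperature, then incubated with compound for 15 min. After 400 uM selenite was added, NADPH fluorescence (Ex 340/Em 450 nm) was followed for 8 min.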
# PI4K2A block: inhibitors of human PI4K2A; Q9BTU6; purified PI4K2A, ADP-Glo luminescence, 1 h; stronger effect = lower value; activity change, negative = inhibition, % at 76.9 µM; actives 0.13% (n = 420,000); AID 1346378; in the data active = activity change below about -50%; inconclusive = mostly about -30% to -49%;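 also: -100% = wells without enzyme as full effect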
# Target sequence (Q9BTU6 whole entry, looked up): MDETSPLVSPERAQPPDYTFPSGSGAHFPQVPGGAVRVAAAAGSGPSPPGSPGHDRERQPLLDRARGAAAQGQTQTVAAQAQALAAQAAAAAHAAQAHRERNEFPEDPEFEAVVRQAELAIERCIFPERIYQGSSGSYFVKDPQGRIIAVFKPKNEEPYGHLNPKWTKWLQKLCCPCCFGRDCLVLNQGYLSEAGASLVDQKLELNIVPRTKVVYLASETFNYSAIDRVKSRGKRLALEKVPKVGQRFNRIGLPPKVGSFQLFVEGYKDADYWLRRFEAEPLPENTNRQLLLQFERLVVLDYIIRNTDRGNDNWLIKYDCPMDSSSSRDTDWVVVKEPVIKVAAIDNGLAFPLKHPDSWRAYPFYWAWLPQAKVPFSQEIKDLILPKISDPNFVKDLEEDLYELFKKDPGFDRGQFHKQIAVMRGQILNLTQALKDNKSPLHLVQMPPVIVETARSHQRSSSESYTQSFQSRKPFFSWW
#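 In this quantitative HTS, ADP production by PI4K2A was quantified luminescently after 1 h at ambient temperature; 100 microM adenosine served as plate-quality control.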
# TRHR enhancer: allosteric enhancers of human TRH receptor; TRHR cells, fluo-8 calcium fluorescence, EC20 TRH enhancement; P34981; enhancement, % at 2 µM; AID 493056; actives 0.66% (n = 360,000); in the data active = enhancement above about 30%; also: 0% is about no effect
#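 TRHR-expressing cells loaded with fluo-8 calcium dye were read kinetically (ex 480/em 530) during compound addition, then stimulated with an EC20 of TRH (10 nM final). Enhancement of the Gq-mediated intracellular calcium response was scored.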
# USP1 inh: inhibitors of human USP1/UAF1 deubiquitinase; O94782; recombinant USP1/UAF1, Ub-Rhodamine cleavage fluorescence; Potency, µM (top dose mostly 57.1 µM), for inactives: at the highest dose activity change, negative = inhibition, usual class: inhibitors; actives 0.23% (n = 390,000); AID 743255; also: potency is read from the fitted curve at half-maximal effect; % is scaled to controls: 0 for no effect and ±100 for the full control effect; nearly all actives have a fitted effect of over 60% in size; inactives centre near -12
#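 1 nM enzyme complex + cpd, 15 min RT; start with Ub-Rho 150nM final; kinetic fluorescence ex 480/em 540, 6 reads q60 s. Buffer 50mM HEPES pH 7.8, 0.5mM EDTA, 0.1 mg/ml BSA, 1mM TCEP, 0.01% Tween-20.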
# TRHR agonist: agonists of human TRH receptor. TRHR cells, calcium flux fluo-8, FDSS agonist mode. activation, % at 2 µM. actives 0.18% (n = 360,000); in the data active = activation above about 30%; also: 0% is about no effect
#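 Read-out: compound-evoked intracellular calcium rise in TRHR cells, fluo-8 dye, kinetic FDSS fluorescence at 1 s/cycle following a 10-cycle baseline. Cells cultured overnight before dye loading (30 min–1.5 h, RT).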
# D2 agonist: activates the human D2 dopamine receptor; P14416; HEK293 T-REx D2 cells, calcium flux agonist mode; activation, % at 2 µM; actives 0.53% (n = 340,000);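 active = activation over 3 SD above normal in the single-dose calcium agonist read, cut at about 30% in these data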; also: 0% is about no effect
#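 Agonism scored from kinetic calcium signal (1 read/sec, 180 s) following compound pin transfer, after a 10 s baseline. Cells: HEK293 Trex line expressing inducible D2 receptor coupled to calcium, dye-loaded after overnight culture at 30 C.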
# TrxR1 substrate: is turned over as a substrate by rat TrxR1; O89049; purified TrxR1 substrate turnover, NADPH consumption readout; Potency, µM (doses to about 114 µM), inactives show at the highest dose activity change, negative = substrate turnover; actives 0.01% (n = 390,000); also: potency is read from the fitted curve at half-maximal effect; % is scaled to controls: 0 for no effect and ±100 for the full control effect; nearly all actives have a fitted effect of over 50% in size
#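 Rat TrxR1, dispensed at 90 nM, was prereduced with 400 uM NADPH (final) for 5 min at ~22 deg C, then incubated with compound 15 min before 400 uM selenite. A first-read NADPH fluorescence drop versus no-compound background flagged substrates.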
# IDH1 R132H inh: inhibitors of human mutant IDH1 R132H; IDH1-R132H enzyme, NADPH consumption, diaphorase/resazurin fluorescence; actives 0.093% (n = 390,000); Potency, µM (titrated, usually from 76.6 µM), for the others: top-dose activity change, negative = inhibition, actives largely listed as inhibitors; AID 602179; also: potency is read from the fitted curve at half-maximal effect; % is scaled to controls: 0 for no effect and ±100 for the full control effect; nearly all actives have a fitted effect of over 65% in size
# Target sequence (O75874 whole entry R132H, stated change not applied): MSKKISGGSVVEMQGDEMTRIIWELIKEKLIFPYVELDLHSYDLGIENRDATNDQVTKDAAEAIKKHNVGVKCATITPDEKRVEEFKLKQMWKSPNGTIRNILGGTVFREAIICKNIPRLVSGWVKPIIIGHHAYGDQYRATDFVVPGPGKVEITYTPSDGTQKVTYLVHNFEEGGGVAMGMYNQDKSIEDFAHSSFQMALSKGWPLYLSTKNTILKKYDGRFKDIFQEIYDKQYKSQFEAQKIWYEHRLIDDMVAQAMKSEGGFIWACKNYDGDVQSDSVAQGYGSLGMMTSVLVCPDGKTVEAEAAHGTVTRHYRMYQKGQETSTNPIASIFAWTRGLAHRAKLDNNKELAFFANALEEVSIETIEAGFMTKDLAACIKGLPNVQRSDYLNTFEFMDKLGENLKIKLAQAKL
#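 IDH1-R132H (0.5 ug/mL dispensed) in pH 7.5 Tris buffer was preincubated 30 min with compound, then given a substrate mix of 0.016 mM NADPH and 2 mM alpha-KG for 80 min at room temperature; remaining NADPH was read by diaphorase/resazurin fluorescence.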
# * = called active by the depositor; ? = inconclusive; nt = not tested or not shown; & = joins results of further samples; [ ] = remark or other dose. Unless noted, calls follow the shape of the dose curve; as a rule, active = well fitted inhibition curve with a large enough effect; inconclusive = small, poorly fitted or top-dose-only effect; inactive = no such curve, though single readings can be large or run the other way.
# The line under a structure holds: D2 antagonist	rTrxR1 inhibitor	PI4K2A block	TRHR enhancer	USP1 inh	TRHR agonist	D2 agonist	TrxR1 substrate	IDH1 R132H inh
- CCc1c(O)nc(SCC(=O)N2CCc3cc(OC)c(OC)cc3[C@@H]2C)[nH]c1=O
→ 6	-10%	-5	0	-17%	-0.1	0.9	5%	-2%
- CCOC(=O)c1sc(C)c2c(=O)n(Cc3ccc(Cl)cc3)c(C)nc12
→ 38*	-12%	6	5	-11%	-0.1	0.2	-4%	1%
- CCCCCn1c(CCNC(=O)c2cccs2)nc2ccccc21
→ 8	-1%	-4	-10	-21%	0.4	-2.1	5%	8%
- COCCn1c(=N)c(C(=O)NCCc2ccccc2)cc2c(=O)n3cccc(C)c3nc21
→ nt	-5%	-5	nt	-16%	nt	nt	184%[activator]	-1%
- CC(=O)Nc1ccc(NC(=O)CSc2ccccn2)cc1
→ 1	-34%	0	10	-3%	-0.7	-0.9	-10%	3%
- COc1ccc2c(c1OC)C(=O)OC2Nc1ncccc1C (stereo unspecified)
→ -11	18%[57.1 µM]	8	-1	-8%	-0.1	0.0	13%[57.1 µM]	5%
- CCC(=O)NC(Cc1ccccc1)c1ccc2c(c1)OCCCO2 (stereo unspecified)
→ nt	-8%	2	2	-20%	-0.2	nt	-5%	8%
- COc1cc(/C=N/NC(=O)COc2cc(C)cc(C)c2)ccc1OS(=O)(=O)c1ccc(C)cc1
→ 0	-6%[11.4 µM]	-2	3	-16%	2.9	1.8	-6%[11.4 µM]	0%
- CCN(CC)Cc1cc(C(C)=O)ccc1OCC(C)C
→ -15	35µM*	0	5	3%	0.0	-0.1	-5%	1%
- Cn1c(SCc2ccc(C(C)(C)C)cc2)nnc1C1COc2ccccc2O1 (stereo unspecified)
→ nt	2%	4	-1	-3%	0.5	nt	-9%	-2%
- Cn1c(=O)oc2cc(S(=O)(=O)Nc3ccc(Cl)cc3)ccc21
→ 2	21%[57.1 µM]	-1	-3	-14%	0.8	-0.3	0%[57.1 µM]	1%
- CCN(c1ccccc1)S(=O)(=O)c1nnc(NC(=O)C(C)(C)C)s1
→ -14	23%&4%	-2&-3	10&-5	-9%&-8%	-3.1&-1.2	-0.3&-1.7	9%&2%	-1%&0%
- COc1ccc(NC2CCCN(C(=O)c3cccc(N4CCNC4=O)c3)C2)cc1 (stereo unspecified)
→ -1	-11%	2	-8	?	-0.2	0.7	-3%	-1%
- COc1ccc(CNC(=O)c2cccc(C)c2[N+](=O)[O-])cc1
→ 8	8%	-2	-3	6%	0.4	-0.5	4%[0.457 µM]	7%
- COc1ccc(N(CCC#N)C(=O)/C(C#N)=C/c2cccs2)cc1
→ -11	4%[57.1 µM]	13	28	-17%	0.0	-0.1	3%[57.1 µM]	10%
- COCCNC(=O)CCCn1c(SCC(=O)c2ccc(F)cc2)nc2c(sc3ccccc32)c1=O
→ nt	18%	-3	5	0%	-0.2	nt	1%	14%
- Cc1ccccc1NC(=O)COC(=O)c1ccc2nc(C)c(C)nc2c1
→ -6	3%	-6	-5	-8%	-0.6	0.5	3%	9%
- COc1cc(OC)cc(C(=O)NCc2cc(C)nc3ccccc23)c1
→ 10	-7%	-5	-2	2%	33*	-1.8	-9%	-4%
- COc1ccc(-c2cc(C(F)(F)F)nc(SCCC(=O)Nc3c(C)cccc3C)n2)cc1
→ nt	18%	3	8	-9%	-0.4	nt	5%	-15%
- Cc1ccc(S(=O)(=O)NCC(C)NS(C)(=O)=O)cc1 (stereo unspecified)
→ 7	21%	-2	7	-25%	-0.6	0.1	4%[0.457 µM]	3%
- CC(C)Oc1ccc(NC(=O)C2CCCNC2=O)cc1 (stereo unspecified)
→ -23	15%[57.1 µM]	-7	0	-9%	0.9	0.4	10%[57.1 µM]	3%
- CC(Sc1n[nH]c(=O)n1Cc1ccccc1)C(=O)NC1CCCCC1C (stereo unspecified)
→ -15	10%	-2	4	1%	0.0	-0.3	4%	0%
- CCN(CC)S(=O)(=O)c1cccc(NN=c2c(=O)c3ccccc3c2=O)c1
→ nt	3%	-1	-1	-4%	-0.6	nt	-2%	-10%
- CCc1ccccc1OCC(=O)N1CCN(c2ncccn2)CC1
→ -21	-10%	1	0	4%	0.3	-2.5	-6%	2%
- CCOc1ccccc1NC(=O)n1ncc2c(C)cccc21
→ -27	19%	0	1	-13%	1.4	1.8	-1%	12%
- COc1ccccc1N(C)S(=O)(=O)c1ccc(Cl)c(C(=O)NCCCN2CCOCC2)c1
→ -21	7%	5	5	-14%	0.2	1.3	3%	6%
- O=C(O)/C=C/c1ccc(S(=O)(=O)Nc2ccc(OCc3ccccc3)cc2)cc1
→ 4	-19%	0	12	-13%	0.7	-0.5	-6%	0%
- CCCCNC(=O)NNc1nc(Cl)cc(C)c1C#N
→ -1	8%	3	-1	-7%	0.2	1.6	1%	-3%
- CCCC(=O)Nc1cc(C)c2c(=O)oc3ccccc3c2n1
→ -19	7%	-8	-4	-23%	-0.6	-0.5	0%	1%
- CS(=O)(=O)N1CCN(C(=O)c2ccc3c(c2)OCCO3)CC1
→ 1	18%	-7	26	-5%	0.6	1.5	-3%	1%
- CC(=O)NCC(=O)OCC(=O)Nc1nc(-c2ccccc2)cs1
→ 4	-6%	-6	8	-8%	-0.2	0.8	-12%	-9%
- COc1ccc(CC(CN)c2ccccc2)cc1 (stereo unspecified)
→ -5	36%	3	8	-21%	0.1	0.5	8%	1%
- O=C1CCCN1C(=O)CSc1nnnn1-c1ccccc1
→ -17	34%	-1	6	-19%	1.0	-0.1	10%	3%
- CCCCP(=O)(c1ccccn1)c1ccccn1
→ 6	2%[57.1 µM]	-2	-7	-11%	-0.2	-1.4	3%[57.1 µM]	-5%
- COc1cc(C2=NC(CO)(CO)CO2)cc(OC)c1OC
→ -5	0%[57.1 µM]	-8	-3	-26%	-1.7	0.2	6%[57.1 µM]	10%
- C#CCOCCOCCOCCNc1nc(N2CCN(C(=O)CCCCCCCCCCNC(=O)[C@H](CCCCN)n3cc(CCCC(=O)O)nn3)CC2)nc(N2CCN(C(=O)CCCCCCCCCCNC(=O)[C@H](CCCCN)n3cc(CCCC(=O)O)nn3)CC2)n1
→ -7	?	-6	4	13%	0.3	-0.1	22%[57.1 µM]	8%
- COc1cc(NC(=O)CN(C)S(=O)(=O)c2ccc3c(c2)CCCC(=O)N3)cc(OC)c1OC
→ nt	8%	-6	4	-21%	0.4	0.4	-2%	-5%
- N/C(=N\OC(=O)Cc1cccs1)c1cccc([N+](=O)[O-])c1
→ -11	-2%[57.1 µM]	1	3	-16%	-0.5	0.2	7%[57.1 µM]	3%
- Cc1nn(Cc2ccc(F)cc2)c(C)c1NC(=O)c1cc(-c2ccco2)on1
→ 5	-23%[57.1 µM]	-15	0	-14%	-0.4	0.4	10%[57.1 µM]	-3%
- O=C(Cn1c(C(F)(F)F)nc2ccccc21)c1ccc(Br)cc1
→ 3	14%	6	9	-9%	-0.4	-0.2	-4%	-2%

# Reprinted from the part before: two entries; new compounds follow.
# The line under a structure holds: D2 antagonist	rTrxR1 inhibitor	PI4K2A block	TRHR enhancer	USP1 inh	TRHR agonist	D2 agonist	TrxR1 substrate	IDH1 R132H inh
- Cc1nn(Cc2ccc(F)cc2)c(C)c1NC(=O)c1cc(-c2ccco2)on1
→ 5	-23%[57.1 µM]	-15	0	-14%	-0.4	0.4	10%[57.1 µM]	-3%
- O=C(Cn1c(C(F)(F)F)nc2ccccc21)c1ccc(Br)cc1
→ 3	14%	6	9	-9%	-0.4	-0.2	-4%	-2%
- COc1ccc(-n2ncc(C(=O)NCc3ccco3)c2C2CCN(C(=O)OC(C)(C)C)CC2)cc1
→ nt	3%	0	3	-9%	-0.4	0.0	2%	1%
- O=C(NC12CC3CC(CC(C3)C1)C2)c1ccc(-c2ccccc2Cl)o1
→ -5	-22%	-2	15	-13%	1.6	-1.1	1%	4%
- C[C@H](NC(=O)[C@@H]1CSC2c3ccccc3C(=O)N21)C(=O)NCc1c(F)cccc1Cl (stereo partly specified)
→ -15	24%	-10	-4	-16%	0.2	-1.0	4%	2%
- COc1ccc(C)c2sc(NC(=O)c3ccc(S(=O)(=O)N4CCCCC4)cc3)nc12
→ nt	20%[57.1 µM]	0	6	-23%	0.8	-0.4	0%[57.1 µM]	-7%
- C=CCNC(=S)N1CCN(CCNC2=CC(=O)CC(C)(C)C2)CC1
→ 8	13%	-3	-1	-11%	-0.2	-1.1	5%[57.1 µM]	3%
- CC(OC(=O)Cn1[nH]c(=O)c2ccccc2c1=O)C(=O)NC1(C#N)CCCCC1 (stereo unspecified)
→ nt	-14%	4	-3	-5%	-0.1	nt	-11%	4%
- CCOc1ccc(Nc2nc(N)nc(CCl)n2)cc1
→ -17	-13%[57.1 µM]	-4	1	-8%	-0.8	0.0	10%[57.1 µM]	3%
- CC1CC(C)(C)NC(=S)N1CCCC(=O)N1CCN(c2ccccc2F)CC1 (stereo unspecified)
→ -5	-16%[57.1 µM]	-3	0	-10%	-0.5	8.8	11%[57.1 µM]	-4%
- CCOC(=O)CC(NC(=O)CCc1c(C)nc2ncnn2c1C)c1ccc(OC(C)C)cc1 (stereo unspecified)
→ 9	15%&28%	0&5	-8&0	-19%&-4%	-0.6&-0.3	0.3&0.6	4%&2%	-8%&18%
- COC(=O)c1sc(S(=O)(=O)N2CCCCC2C(=O)O)c(C(=O)OC)c1C (stereo unspecified)
→ -2	7%[57.1 µM]	-2	6	-2%	0.3	0.0	3%[57.1 µM]	7%
- C=CCn1c(SCC(=O)NC(=O)NC2CCCC2)nnc1C1CCCCC1
→ -2	3%[57.1 µM]	2	-1	-21%	-0.4	1.4	7%[57.1 µM]	1%
- CCCCNC(=O)c1cccc(NC(=O)C(=O)c2ccccc2NC(C)=O)c1
→ -9	4%	3	4	-18%	-0.9	-2.5	2%	-3%
- Cc1ccc(S(=O)(=O)c2cnc(-c3ccccc3)nc2Oc2ccccc2)cc1
→ -3	nt	nt	2	nt	0.4	0.3	nt	nt
- CN(CC(=O)NCc1ccccn1)S(=O)(=O)c1ccc(F)cc1
→ 9	17%[57.1 µM]	3	4	-14%	0.8	-0.5	-17%[57.1 µM]	1%
